Screening results (PubChem)
STEP block – blocks human striatal-enriched tyrosine phosphatase. inhibition, % at 20 µM. P54829. hit rate 0.25% among 360,000. recombinant STEP, OMFP fluorogenic substrate, fluorescence. AID 588621;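 active means inhibition at 20 µM, scaled per plate between control wells, above about 37%, limit read from the data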;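 further: 0% = DMSO with enzyme and substrate and 100% = substrate only without enzyme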
Target sequence (P54829 whole entry, looked up): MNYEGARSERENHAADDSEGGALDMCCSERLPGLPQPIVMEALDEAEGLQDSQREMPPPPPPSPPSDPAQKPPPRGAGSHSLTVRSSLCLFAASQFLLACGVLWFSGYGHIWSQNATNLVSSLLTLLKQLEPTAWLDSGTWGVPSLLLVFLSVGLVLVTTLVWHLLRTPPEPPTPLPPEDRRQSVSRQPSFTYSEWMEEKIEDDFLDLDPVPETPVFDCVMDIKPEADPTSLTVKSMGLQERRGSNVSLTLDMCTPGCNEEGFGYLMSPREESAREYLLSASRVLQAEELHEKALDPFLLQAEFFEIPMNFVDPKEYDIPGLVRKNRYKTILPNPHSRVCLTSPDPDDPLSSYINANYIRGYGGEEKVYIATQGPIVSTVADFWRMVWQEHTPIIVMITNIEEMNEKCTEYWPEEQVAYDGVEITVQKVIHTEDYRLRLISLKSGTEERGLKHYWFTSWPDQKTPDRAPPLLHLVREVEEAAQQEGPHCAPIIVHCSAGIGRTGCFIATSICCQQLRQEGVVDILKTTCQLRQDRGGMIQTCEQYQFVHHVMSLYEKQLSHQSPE
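Material: STEP (striatal-enriched tyrosine phosphatase) enzyme, cell-free | Medium: 50 mM Bis-Tris pH 6.0 with 2.5 mM DTT and 0.005% Tween 20 | Read-out: Percent inhibition scaled to no-enzyme and uninhibited-enzyme controls, plate-pattern corrected | Signal: Fluorescence read at 480 nm ex / 540 nm em | Times: 20 min reaction, room temperature, in the dark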
LMPTP inh – LMPTP (human) inhibition | P24666 | recombinant LMPTP-A, OMFP fluorogenic substrate, fluorescence intensity | inhibition, % at 20 µM | hit rate 0.22% among 360,000 | AID 651560;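 active means compounds that cut the enzyme signal by at least half of the control window in the single-dose screen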;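 further: plate controls were DMSO wells with enzyme plus substrate for no effect and substrate without enzyme for full effect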
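material = LMPTP-A | quantity = 0.625 nM enzyme | reagent = OMFP substrate, 400 µM final | buffer or medium = Bis-Tris pH 6.0, DTT, detergent | detection = endpoint fluorescence intensity from OMFP dephosphorylation | dosing = single 20 µM dose | read-out basis = % inhibition relative to no-enzyme and uninhibited control wells | control set = no-enzyme and uninhibited controls | timing = 50 min at room temperature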
Scp1 inh – inhibitors of human Scp-1 phosphatase; AID 493091; inhibition, % at 20 µM; hit rate 0.88% among 340,000; Recombinant Scp1, phosphopeptide, malachite green phosphate absorbance;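 active means inhibition above about 50% at 20 µM, limit read from the data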;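 further: plate controls were DMSO wells with enzyme for no effect and wells lacking enzyme for full effect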
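Incubation: 45 min enzyme reaction at room temperature / System: truncated SCP-1 phosphatase (76-261aa) / Reagent: Phospho 17-mer peptide substrate / Buffer or medium: Acidic Tris acetate buffer with magnesium and detergent / Signal: absorbance at 630 nm / Doses: one concentration, 20 µM, with 1.0% DMSO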
DNMT1 block – inhibitors of human DNMT1; hit rate 0.83% among 360,000; inhibition (reported as % activation of signal), % at 10 µM; DNMT1 molecular beacon, Hinp1I cleavage, fluorescence; in the data active means inhibition above about 50%
NadD block – inhibitors of Staphylococcus aureus NadD; purified NadD enzyme, colorimetric absorbance read-out; inhibition, % at 20 µM; hit rate 0.78% among 360,000; AID 602399; in the data active means inhibition above about 26%; further: some compounds past the cut are filed as inactive
MsrA inhibitor – inhibits bovine methionine sulfoxide reductase A. purified bovine MsrA, absorbance read-out. inhibition, % at 15.5 µM. hit rate 0.75% among 360,000; in the data active means inhibition above about 4.5%;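 further: 0% = vehicle wells with enzyme and 100% = reference inhibitor wells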
SUMO1 PPI mod – SUMO1-SIM interaction modulation | SUMO1 binding to a labelled peptide, TR-FRET, 1 h | inhibition, % at 20 µM | hit rate 0.33% among 360,000 | AID 602429; in the data active means inhibition above about 37%
Target sequence (P63165 whole entry, looked up): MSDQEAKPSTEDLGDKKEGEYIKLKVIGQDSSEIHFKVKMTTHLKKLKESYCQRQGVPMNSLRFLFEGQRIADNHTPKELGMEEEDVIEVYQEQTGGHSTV
TbMetRS inhib – Trypanosoma brucei MetRS inhibition; purified T. brucei MetRS, ATP depletion, Kinase-Glo luminescence; inhibition, % at 11.9 µM; hit rate 0.4% among 360,000;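 active means inhibition above a per-plate cutoff of the control wells' mean inhibition plus 3 SD, cut at about 5.5% in these data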;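 further: 0% = DMSO wells median and 100% = median of wells with control inhibitor compound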
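Test system – parasite MetRS enzyme · Reagent – substrates ATP, L-methionine and bulk Escherichia coli tRNA · Doses – 11.9 µM compound single dose, 0.9% DMSO · Times – 15 min enzyme-compound preincubation, 2 h reaction, 10 min detection, 25 °C · Signal – Kinase-Glo luminescence, ATP depletion format · Controls – DMSO-only wells as low control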
Rpn11 block – Rpn11 (human) deubiquitinase inhibition; O00487; human 26S proteasome, Ub4-pepOG fluorescence polarization; 20S core pre-blocked with epoxomicin; calls only at 20 µM; hit rate 0.59% among 360,000; AID 588493;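 active means inhibition at 20 µM, scaled to each plate's controls, above about 33%, limit read from the data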
Target sequence (O00487 whole entry, looked up): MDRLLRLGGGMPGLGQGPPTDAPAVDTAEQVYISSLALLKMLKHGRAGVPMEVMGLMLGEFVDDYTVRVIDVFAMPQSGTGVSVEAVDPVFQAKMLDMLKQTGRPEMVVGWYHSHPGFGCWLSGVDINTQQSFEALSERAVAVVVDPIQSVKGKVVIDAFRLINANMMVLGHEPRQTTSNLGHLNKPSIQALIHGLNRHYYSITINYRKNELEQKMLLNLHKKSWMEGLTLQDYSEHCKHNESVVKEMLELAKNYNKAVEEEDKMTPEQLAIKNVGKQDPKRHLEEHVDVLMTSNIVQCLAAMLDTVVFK
CSN deneddyl inh – blocks human CSN-mediated cullin deneddylation; Q92905; Purified CSN, SCF-Nedd8-OG deneddylation, fluorescence polarization; inhibition, % at 12.5 µM; hit rate 0.38% among 360,000;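 active means pattern-corrected inhibition above about 35%, with an unprinted fluorescence ratio check between 0.5 and 1.5, limit read from the data, passing the limit was not always enough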;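 further: 0% = enzyme with substrate and 100% = substrate without enzyme; some results filed as inactive read as strong as hits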
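assay system = purified human Csn5 enzyme expressed in HEK293T cells | amount = 0.24 nM enzyme | buffer or medium = Tris/NaCl/DTT buffer, pH 7.5 | reagent = 10 nM SCFSkp2-Nedd8OG | compound = one concentration, 12.5 µM, 0.25% DMSO | times = 90 min reaction at room temperature | signal = FP | read-out basis = % inhibition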
Active calls of the source: *; i = inactive; x = not tested or not shown; & = joins results of further samples.

SMILES	STEP block	LMPTP inh	Scp1 inh	DNMT1 block	NadD block	MsrA inhibitor	SUMO1 PPI mod	TbMetRS inhib	Rpn11 block	CSN deneddyl inh
Cc1ccccc1CNC(=O)c1ccccc1C	-4	-0.8	-5	1	-4	-1.0	4	-1.9	i	-3
Cn1c(Cn2cnc3ccccc32)nnc1SCc1ccccc1	-1	-0.6	5	-2	-5	-0.8	-7	-0.6	i	11
COC(=O)c1c(C)[nH]c(C(=O)CN(C)CC(=O)Nc2cccc(F)c2)c1C	-1	0.2	-10	6	4	0.9	-2	0.5	i	-3
CC(C)(C)c1ccc(C(=O)NCC(=O)OCC(=O)c2ccc3c(c2)-c2ccccc2C3)cc1	-8	-4.2	-12	10	3	2.0	0	-0.7	i	-9
CC(=O)C(C(c1ccccc1)N1CCOCC1)N1CCOCC1 (centres undefined)	1	0.6	-10	-1	-3	-1.2	1	0.7	i	-6
Cc1nnc(Sc2c(N)n(C)c(=O)n(C)c2=O)s1	-3	-1.7	-9	-8	-4	-0.1	5	0.2	i	7
Cc1nn(CC(=O)NCCc2ccccc2)c(=O)c2cccn12	-3	-0.2	-9	1	0	0.9	-7	-0.1	i	-2
Cc1ccc(-n2nc3c(=O)n(CCCC(=O)NCc4ccc(C)o4)nc(C)c3c2C)cc1	3	-1.2	-7	1	-1	-0.6	7	-0.2	i	-3
O=C(O)CSCc1nc2ccccc2s1	-2	-1.5	-4	-1	-4	0.6	-3	0.7	i	-2
O=c1c2ccccc2sn1-c1ccc(S(=O)(=O)N2CCCCC2)cc1	4	-1.6	16	-3	31*	-0.5	5	0.4	i	-1
CCN1CCCC1CNC(=O)c1cc(S(N)(=O)=O)ccc1OC (centres undefined)	0	0.1	34	0	1	-2.0	0	0.1	i	-4
CCN(C(=O)CN1C(=O)/C(=C/c2ccccc2F)SC1=S)C1CCS(=O)(=O)C1 (centres undefined)	1	0.8	-14	-2	-4	0.6	-36	-0.4	i	-2
O=C(NC1CCCc2ccccc21)C1CCC(CNc2c(N3CCOCC3)c(=O)c2=O)CC1 (centres undefined)	-1	-0.5	-10	-4	1	0.1	4	-0.1	i	-1
CCOc1ccc(CNc2ncnc(N)n2)cc1	-2	-0.8	1	2	-1	-0.8	-1	-0.1	i	2
O=C(CNC(=O)C1COc2ccccc2O1)N/N=C/c1ccc(O)cc1O (centres undefined)	-1	-0.3	-5	-2	3	1.9	-2	12*	i	2
CCCOC(=O)c1ccc(OCC(O)CN2CCN(C(=O)c3ccccc3)CC2)cc1 (centres undefined)	-2	-2.5	-6	1	-6	-0.5	5	-0.5	i	-2
CCN(Cc1ccncc1)Cc1cn[nH]c1-c1ccc(OC)cc1F	-1	-0.3	-9	0	-2	0.2	1	0.1	i	-7
C/C(CC(=O)NC12CC3CC(CC(C3)C1)C2)=N\NC(=O)c1ccc(F)cc1	2	-1.5	-5	0	3	0.0	5	-0.2	i	-1
CCCn1c(SCC(=O)NC2CC2)nnc1-c1cccs1	-2	-0.6	-10	2	-3	-0.5	1	-0.4	i	-8
O=C(Nc1ccc(F)cc1)c1ccc(S(=O)(=O)N2CCCC2)cc1	-8	-1.1	2	1	0	-0.2	1	-1.0	i	1
O=C(NCC1CCCO1)Nc1ccc(Cl)cc1 (centres undefined)	-2	-3.0	0	-2	4	0.7	2	0.6	i	0
O=S(=O)(Nc1ccc(N2CCCCC2)cc1)c1ccc(F)cc1F	-1	3.1	-5	-7	-3	-0.6	0	-0.6	i	3
COc1ccc(NC(=O)C2CCC(CNc3c(N4CCC(C)CC4)c(=O)c3=O)CC2)cc1OC (centres undefined)	1&-3	0.7&-0.1	-12&0	-7&2	1&1	-1.9&-0.1	1&-3	-0.2&-0.2	i	0&5
CCc1ccc(N2CC34C=CC(O3)C(C(=O)OC)C4C2=O)cc1 (centres undefined)	-4	-1.3	-4	2	-3	-0.1	4	0.2	i	-2
Cc1nn(Cc2ccccc2)c(N)c1C#N	1	-0.8	-2	0	-2	0.7	1	-1.2	i	3
COc1cc(NC(=S)NCc2cccnc2)cc(OC)c1	0	-2.5	-6	1	-3	-0.8	2	0.0	i	5
Cc1cnc(C(=O)Nc2ccc(N3CCOCC3)cc2)cn1	0	-1.6	3	4	-3	1.6	-1	0.8	i	1
Cc1nc(N2CCOCC2)nc2c1CCC2	0	-0.4	-1	-3	-2	1.0	5	-0.1	i	1
O=C(N/N=C/c1ccccn1)c1ccc(Cl)cc1	-4	-1.3	-9	3	-4	1.2	-7	-0.6	i	-1
Cc1cc(NC(=O)COc2cccc([N+](=O)[O-])c2)no1	0	0.1	4	1	-2	1.8	-21	0.2	i	-7
CN(C)C(=O)CCc1ccc2c3c([nH]c2c1)[C@]1(C)[C@@H](C(=O)N2CCCCC2)C[C@H](CC(=O)NCc2cccc(C(F)(F)F)c2)C(=O)N1CC3	0	-0.2	-1	-2	1	0.1	-4	0.7	i	1
CSc1nc(Cl)c(Cc2ccc(OC(C)C)cc2)c(N(C)C)n1	7	2.9	-1	-2	1	0.0	1	0.1	i	-4
Cc1cc(C(=O)COC(=O)C23CC4CC(CC(O)(C4)C2)C3)c(C)n1C	-2	-0.8	5	-4	-3	1.3	0	-0.4	i	-3
Cc1nn(-c2ccccc2)c(N)c1C(O)(C(F)(F)F)C(F)(F)F	0	-1.2	1	3	-1	-0.3	-2	-0.9	i	-12
COC(=O)CCC(=O)OC1(C)C(=O)C=C2C=C(C3CC3)N(Cc3ccccc3)C=C2C1=O (centres undefined)	15	2.7	-13	-3	1	0.1	-20	0.1	i	0
C/C(N)=C(/C#N)C(=O)CSc1nnc(Nc2ccccc2C)s1	-3	-0.1	11	-2	2	-0.5	5	-1.3	i	2
CCOC(=O)C1CCCN(S(=O)(=O)c2ccc3ccccc3c2)C1 (centres undefined)	-2	-7.3	-17	1	-3	x	-22	0.5	i	-2
O=C(c1ccco1)N1CCN(C(=O)C(Sc2ccccc2)c2ccccc2)CC1 (centres undefined)	1	-0.7	-4	1	-1	-1.3	2	-0.2	i	1
CCCNC(=O)COc1ccc(-c2nn(C)c(=O)c3ccccc23)cc1	1	-1.0	-12	6	-7	-0.3	-3	-0.5	i	-1
O=C(NCc1csc(-c2cccs2)n1)Nc1ccc(C(F)(F)F)cc1	1	1.7	-14	9	0	3.5	-32	-0.7	i	2
O=C(CSc1nnc2n1CCCN2)c1ccccc1	0	-2.5	-1	2	-2	-0.7	2	-0.9	i	-4
C[C@@H]1CN([C@@H](C)CO)S(=O)(=O)c2ccc(Br)cc2O[C@H]1CN(C)Cc1ccncc1	-3	-1.2	x	1	0	-1.9	5	0.5	i	3
CCOC(=O)NC(=O)/C(C#N)=N/Nc1c(F)cccc1F	-4	-2.0	2	0	-2	0.4	-3	-0.9	i	-5
COc1ccc(C=Cc2ccc3ccccc3n2)c(OC)c1	2	2.5	x	-5	-1	2.3	-16	-0.2	i	-71
COc1ccc(CC(=O)NCCS(=O)(=O)N2CCN(c3ccccc3OC)CC2)cc1	-1	-0.3	0	2	-4	-0.7	-1	-0.2	i	-8
O=C(CSc1nnc(-c2cccnc2)n1Cc1ccco1)c1ccc(Cl)cc1	5	-0.3	-11	-1	6	0.7	0	-0.4	i	5
Cc1ccc(S(=O)(=O)N/N=C/c2cnn(C)c2C)cc1	0	-2.2	-3	3	-5	-1.1	1	-1.9	i	-1
COc1ccc(CCNC(=O)c2nn(C)cc2Cl)cc1	2	-1.7	-3	0	0	-1.2	-4	0.5	i	8
Cc1ccc(NC(=O)COCC(=O)Nc2ccc(C)cc2)cc1	0	-0.4	4	3	5	0.3	2	-0.1	i	0
COc1cc2c(cc1OC)C(COc1ccc([N+](=O)[O-])cc1)NCC2 (centres undefined)	2	0.6	-3	-8	-3	1.1	-21	0.4	i	4
O=[N+]([O-])c1cn(Cc2ccc(Cl)cc2)cn1	-2	-2.1	2	2	-20	0.3	-7	-0.9	i	-1
O=C1NCCN(CC2CCN(CC3CCCC3)CC2)C1=O	2	-2.2	1	-1	4	-0.8	4	-1.0	i	-1
COc1ccc(S(=O)(=O)N(C)CC(=O)Nc2ccc3c(c2)OCO3)cc1OC	2	2.9	1	-1	-6	-1.1	2	-0.6	i	2
O=C(NCCN1CCCCC1)/C(=N\O)c1ccccc1	-2	-3.1	1	2	1	-1.2	-3	-0.7	i	1
CCCCCCc1ccc(OCC(=O)O)cc1OCC(=O)O	2	-0.5	2	-1	8	0.5	3	-0.7	i	-4
COc1ccc(CNC(=O)CC2C[C@H](C(=O)N(C(C)C)C(C)C)[C@@]3(C)c4[nH]c5ccccc5c4CCN3C2=O)cc1OC (some centres undefined)	1	0.1	-8	-3	1	-1.3	6	-0.3	i	-1
CC(C)(C)C(=O)NNC(=O)c1cc2sccc2s1	0	-1.2	-6	0	-2	-2.2	-2	-1.1	i	-4
COc1ccc(N2CCN(C(=O)[C@@H](NC(=O)c3ccccc3Cl)C(C)C)CC2)cc1	1	1.2	-7	-2	-5	-1.5	4	-0.3	i	-1
O=C(OC1C2C=CC1C1C(=O)NC21)c1ccccc1 (centres undefined)	-2	-0.4	x	1	-1	0.7	-1	-0.2	i	-3
COc1cc(/C=N/NC(=O)C23CC4CC(CC(C4)C2)C3)cc(Br)c1O	-1	-3.2	-6	3	4	3.4	-2	-1.3	i	-1

Additional records follow.
SMILES	STEP block	LMPTP inh	Scp1 inh	DNMT1 block	NadD block	MsrA inhibitor	SUMO1 PPI mod	TbMetRS inhib	Rpn11 block	CSN deneddyl inh
O=C(NNC(=O)c1ccc(NC(=O)c2ccccc2)cc1)c1ccccc1	32	22	62*	25	-1	0.5	7	-0.3	i	0
O=S(=O)(Nc1nccs1)c1cnc(Cl)c(Br)c1	-1	0.3	-9	1	-3	0.3	8	-0.1	i	-8
O=C(NCCCN1CCCC1)c1ccc(CSCc2cccc(Cl)c2)o1	2	-0.6	-2	-7	-11	-0.1	-3	-0.7	i	4
COc1ccc(C(=O)Nc2cc([N+](=O)[O-])ccc2N2CCN(C)CC2)cc1	0	-1.7	0	1	-3	1.1	-19	-0.1	i	1

Rows are unselected. Share with any hit: about 3.9%.
